Assay outcomes from PubChem.
MCF10A rerep – induces DNA re-replication in MCF 10a normal breast cells | Potency, µM (top dose mostly 46.1 µM), inactives show top-dose activity, positive = re-replication, usual class: activators | hit rate 2.9% among 350,000 | MCF 10A DNA re-replication, Hoechst nuclear intensity, 48 h; also: potency is read from the fitted curve at half-maximal effect; % of control where 0% means no effect; nearly all actives have a fitted effect of over 50% in size
HT1080NT lethal – kills 2HG-producing HT-1080-NT fibrosarcoma cells; HT-1080-NT fibrosarcoma viability, CellTiter-Glo ATP luminescence, 48 h; hit rate 1.6% among 360,000; Potency, µM (titrated, usually from 46.1 µM), inactives show top-dose activity, negative = less viability, most hits filed as cytotoxic;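 also: NT is the 2HG producing partner of a matched IDH1 knockdown line; potency is read from the fitted curve at half-maximal effect; 0% = DMSO-treated cells and -100% = media-only wells without cells; nearly all actives have a fitted effect of over 55% in size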
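A 48-hour cytotoxicity screen used HT-1080-NT cells plated 2 hours before compound delivery. ATP-based CellTiter-Glo luminescence measured viability, normalized to DMSO and no-cell controls.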
SW480 rereplic – induces DNA re-replication in SW480 colon adenocarcinoma cells; SW480 DNA re-replication, Hoechst DNA content imaging, 48 h; Potency, µM (top dose mostly 46.1 µM), for the others: at the top dose re-replication activation, usual class: activators; hit rate 1.8% among 340,000; AID 624297; also: potency is read from the fitted curve at half-maximal effect; % of control where 0% means no effect; nearly all actives have a fitted effect of over 55% in size
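Treated cells incubate 48 hr (37 C, 5% CO2), are stained 40 min with Hoechst, and nuclear fluorescence is enumerated; a rise in nuclei with high DNA signal marks re-replication.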
HT1080 IDH1KD tx – HT-1080 IDH1 knockdown cell toxicity (counter line); hit rate 2% among 360,000; Potency, µM (series often up to 46.1 µM), for the others: at the top dose activity, negative = toxicity, hits mostly cytotoxic; HT-1080 IDH1 knockdown viability, ATP luminescence, 48 h;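 also: potency is read from the fitted curve at half-maximal effect; 0% = DMSO wells and -100% = cell-free medium wells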
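In this qHTS, HT-1080 cells depleted of IDH1 are exposed for 48 h at 37 °C to compound titrations. Toxicity is scored from CellTiter-Glo luminescence, with DMSO as full viability and medium alone as none.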
IL-1B inflam inh – inhibitors of inflammasome signaling (IL-1 beta secretion) | THP-1 LPS/ATP IL-1B secretion, AlphaLISA, 16 h; hits give low values | activity change, % at 57.5 µM | hit rate 4.7% among 360,000 | AID 743279; in the data active = activity change below about -50%; inconclusive = mostly about -30% to -49%; also: % is scaled to controls: 0 for no effect and ±100 for the full control effect
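Secreted IL-1B measured by AlphaLISA bead assay after 16 h compound exposure of THP-1 cells; compounds (final up to 57.5 uM) added 1 h before LPS (250 ng/mL) and ATP (1.25 mM) stimulation; lower signal means less secretion.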
KB-3-1 tox – kills parental KB-3-1 adenocarcinoma cells; hit rate 1.4% among 400,000; Potency, µM (titrated, usually from 46.1 µM), inactives show at the top dose activity change, negative = cytotoxic, actives largely listed as cytotoxic; AID 1347075; KB-3-1 viability, CellTiter-Glo ATP luminescence, 72 h; also: potency is read from the fitted curve at half-maximal effect; % is scaled to controls: 0 for no effect and ±100 for the full control effect; nearly all actives have a fitted effect of over 60% in size
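Parental KB-3-1 adenocarcinoma cells in phenol-red-free DMEM with 10% FBS were pin-treated with compounds at several concentrations, incubated 72 h at 37 °C, and viability read by CellTiter-Glo luminescence; concentration-effect curves were fitted after normalization.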
HEK293 tox – cytotoxic in the GLP-1 receptor inverse agonist counter-screen. HEK293 cAMP-luciferase reporter cells, luminescence, 24 h. Potency, µM (highest dose often 38.3 µM), for inactives: top-dose activity change, negative = inhibition, actives largely listed as inhibitors. hit rate 0.13% among 410,000. AID 624418;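 also: loss of luciferase light is scored as toxicity; potency is read from the fitted curve at half-maximal effect; % is scaled to controls: 0 for no effect and ±100 for the full control effect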
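To flag toxic compounds, the library was rerun on cells for 24 hr at 37 deg C and 5% CO2. Viability-linked luminescence was captured 12 min after adding luciferase detection reagent.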
KB-V1 cytotox – KB-V1 MDR subline cytotoxicity; hit rate 3.4% among 400,000; AID 1347076; KB-V1 MDR cells viability, CellTiter-Glo, 72 h; Potency, µM (titrated, usually from 46.1 µM), without a hit: top-dose activity change, negative = cytotoxicity, hits mostly cytotoxic; also: potency is read from the fitted curve at half-maximal effect; % is scaled to controls: 0 for no effect and ±100 for the full control effect; nearly all actives have a fitted effect of over 60% in size
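Cytotoxicity toward P-gp-expressing KB-V1 cells was determined as loss of CellTiter-Glo luminescence after 72 h at 37 degrees C. Compounds were tested in quantitative HTS format across a concentration range, with curves fitted to normalized data.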
D3 ag – activates the human D3 dopamine receptor; hit rate 0.58% among 410,000; AID 652048; max activation, %; D3R DiscoveRx beta-arrestin cells, luminescence, 90 min; in the data active = max activation above about 30%; also: 0% is about no effect; mostly tested at two doses, the higher about 12 µM
Target sequence (P35462 whole entry, looked up): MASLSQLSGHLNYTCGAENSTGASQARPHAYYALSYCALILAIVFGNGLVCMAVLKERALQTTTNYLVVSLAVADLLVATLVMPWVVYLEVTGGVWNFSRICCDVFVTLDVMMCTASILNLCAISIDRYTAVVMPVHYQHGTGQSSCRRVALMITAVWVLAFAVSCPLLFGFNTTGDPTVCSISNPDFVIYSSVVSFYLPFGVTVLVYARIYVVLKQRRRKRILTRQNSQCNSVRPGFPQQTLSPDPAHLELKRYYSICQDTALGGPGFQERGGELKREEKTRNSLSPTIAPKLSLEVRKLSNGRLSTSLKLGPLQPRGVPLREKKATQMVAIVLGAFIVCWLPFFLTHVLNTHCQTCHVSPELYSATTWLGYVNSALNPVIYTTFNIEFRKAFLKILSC
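Cells at 1500/well, incubated overnight, then treated with pinned compounds (dopamine as control) for 90 min at 37 degrees C. DiscoveRx reagent added for 30 - 60 minutes at room temperature; luminescence read.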
* hit, by the source's call; ? = inconclusive; · = no result given; & = joins results of further samples; [ ] = remark or other dose. Unless noted, calls follow the shape of the dose curve; as a rule, active = well fitted curve in the direction sought with a large enough effect; inconclusive = small, poorly fitted or top-dose-only effect, or another doubt; inactive = no such curve, though single readings can be large; an effect the other way counts as inactive or inconclusive. Compounds as they come, and some 11% of all compounds hit somewhere here.

canonical_smiles,HT1080NT lethal,IL-1B inflam inh,KB-V1 cytotox,HT1080 IDH1KD tx,D3 ag,KB-3-1 tox,HEK293 tox,SW480 rereplic,MCF10A rerep
CC1CCCCN1CCNC(=O)CN1C(=O)CSc2ccc(S(=O)(=O)N3CCCCC3)cc21 (stereo not given),1.1%,?,0.8%,17.3%,1.4,-6.4%,-22.3%,1.3%,1.2%
COC(=O)c1cnn2c(C(F)(F)F)cc(-c3ccc(F)cc3)nc12,?,34.8,?,28.1%,4.2,4.5%,5.9%,-6.1%,?
CC(=O)Nc1cc(OC(C)=O)c2nonc2c1OC(C)=O,6.31µM*,4.8,9.5%,3.55µM*,-10.5,?,-18.2%,2.91µM*,?
COc1ccc(-n2c(=O)c3ccccc3n(Cc3ccc(F)cc3)c2=O)cc1OC,15.4%,2.3,11.4%,10.6%,1.6,12.2%,-13.1%,-2.9%,13.1%
OC(c1ccc(-c2ccccc2)cc1)c1ncc(-c2ccccc2)[nH]1 (stereo not given),-18.3%,17.3,-2.2%,?,-24.1,0.0%,-26.9%,·,·
CCCCNC(=O)CSc1nc(-c2ccc(OC)cc2)cc(C(F)(F)F)n1,·,·,2.1%,·,-3.1,1.7%,4.8%,·,·
O=C(Nc1ccc(N2CCOCC2)cc1)Nc1ccc(Cl)c(Cl)c1,?,?,18.4µM*,?,3.2,?,-14.1%,0.0%,-4.7%
CCOC(=O)CNc1nc(Cl)nc(N2CCCCC2)n1,4.8%,3.4,-1.1%,3.7%,5.2,0.6%,0.1%,-1.3%,-5.4%
O=C(N/N=C/c1cc2c(cc1Cl)OCO2)c1ccncc1,15.9%,-1.0,25.4%,15.0%,-11.3,9.7%,-23.4%,-4.3%,-6.9%
CC(OC(=O)c1cc(=O)[nH]c2ccccc12)C(=O)Nc1ccc(Cl)cn1 (stereo not given),3.6%,-11.1,0.0%,15.0%,-9.6,0.5%,-7.8%,0.9%,-3.2%
COc1ccc(CCC(=O)Nc2nnc(C(C)(C)C)s2)cc1,2.6%,0.0,13.1%,11.3%,0.3,-15.4%,-5.5%,1.5%,-4.8%
O=c1ccc2ccc(OCc3nnc(-c4ccccc4Br)o3)cc2o1,6.5%,0.8,-6.9%,1.0%,-0.9,16.7%,3.8%,-0.8%,-1.9%
Cc1ccc(OCC(=O)N(Cc2ccccc2)c2ccccn2)cc1,10.9%,-13.0,-12.3%,-1.0%,-12.7,0.4%,-6.3%,5.5%,-3.0%[9.22 µM]
COc1c(C(C)C)cc(NC(C)=O)cc1C(C)C,10.8%,0.0,0.4%,10.0%,3.0,-6.0%,-5.5%,-7.5%,-0.6%
COc1ccccc1C(=O)Nc1ccnn1C1CCN(Cc2cc(C)c(C)cc2C)CC1,-13.4%,-10.9,·,-14.0%,-52.1,·,?,?,?
Cc1nn(CCCC(=O)N2CCc3ccccc3C2)c(=O)c2cc3sccc3n12,12.4%,-14.8,-3.1%,2.0%,-1.1,13.6%,-0.4%,-1.7%,17.4%
O=C(Nc1ccccc1)c1ccc2c(c1)OCCCO2,-23.6%,-9.4,0.4%,-22.8%,0.4,-3.5%,-5.4%,-10.5%,4.4%
Cc1oc(-c2ccccc2F)nc1CN1CCC(C(=O)NCc2cccs2)CC1,6.5%,3.9,-3.9%,-0.8%,-0.5,?,-4.4%,7.1%,-2.8%
O=C(NCc1ccc2c(c1)OCO2)c1ccc2c(c1)C(=O)N(CC1CCCO1)C2=O (stereo not given),-1.1%,4.4,4.9%,-0.4%,-4.4,7.5%,14.5%,-5.6%,-0.1%
CSc1ccccc1NC(=O)CN(C)CC(=O)Nc1ccc(N2CCOCC2)cc1,5.1%,7.1,-30.0%,17.7%,6.7,0.0%,3.8%,-1.9%,-3.6%
O=C(NCCN1CCOCC1)c1cccc(S(=O)(=O)Nc2ccc(Br)cc2)c1,-3.6%,49.5,8.1%,-1.8%,0.2,0.0%,-3.0%,2.6%,28.4%
CCNc1nc(NC(C)C)nc(N(C#N)CC(=O)OC)n1,6.2%,13.7,-3.1%,-0.4%,0.4,12.9%,-9.1%,0.1%,?
Cc1ccc(CNC(=O)CN2C(=O)C3(SCC(=O)N3c3ccc(F)c(F)c3)c3ccccc32)cc1 (stereo not given),·,·,2.4%,·,6.4,11.8%,-0.5%,·,·
O=C1CCC([N+](=O)[O-])C(c2cccc3ccccc23)N1 (stereo not given),-3.6%,-16.7,-19.9%,-0.8%,3.5,-2.1%,-0.2%,2.1%,2.4%
COc1cc(C=O)ccc1OCCCOc1ccc([N+](=O)[O-])cc1,-3.9%,12.1,2.1%,-9.4%,10.7,-7.1%,4.1%,-4.0%,2.2%
CCc1ccccc1OCC(=O)Nc1cc(S(=O)(=O)N2CCOCC2)ccc1N1CCCCC1,?,-26.0,-14.7%,-19.4%,-8.2,0.9%,-2.6%,-4.5%,4.0%
CCCCOc1ccc(OC(=O)Nc2cc(Cl)ccc2OC)cc1,-17.1%,0.0,-3.7%,-16.9%,-0.7,-7.6%,-1.6%,-0.5%,4.5%
CCc1ccc(CN2CCCC(C(=O)Nc3ccc(-c4cscn4)cc3)C2)o1 (stereo not given),-6.3%,7.2,14.8%,-13.3%,0.3,14.8%,-1.7%,?,14.8%
O=C(Nc1ccccc1)c1nn(-c2cccc(C(F)(F)F)c2)ccc1=O,17.0%,0.0,-24.2%,-2.8%,-6.9,0.0%,-5.8%,2.7%,-0.5%
O=C(CSc1nc2ccc([N+](=O)[O-])cc2[nH]1)NC1CCCC1,-9.8%,29.0,0.6%,-9.8%,-0.9,-0.8%,-0.1%,-43.8%[inhibitor],-7.1%
CSCCC(NC(=O)c1ccc(Cl)cc1Cl)C(=O)OC(C)C(=O)NCc1ccco1 (stereo not given),-9.4%,18.9,-6.3%,-3.8%,-17.6,-1.2%,2.9%,-0.8%,7.6%
CC(O)CNCc1ccc(Cl)cc1Cl (stereo not given),1.0%,30.1,-4.0%,21.6%,-5.6,-3.4%,-4.1%,-0.9%,-8.2%
Cc1[nH]c(=S)[nH]c(=O)c1CCOc1ccccc1,-16.8%,1.8,?,-3.0%,-3.2,?,-10.1%,16.2%,21.5%
CC(NC(N)=O)C(=O)NCC(=O)OCc1ccccc1 (stereo not given),9.1%,5.3,-15.4%,8.9%,0.0,8.5%,3.3%,-1.3%,11.8%
CC(C)Oc1cccc(NC(=O)C2(C)CCN2C(=O)C(C)C)c1 (stereo not given),10.7%,6.1,4.3%,0.5%,0.5,0.0%,0.8%,·,·
O=c1n(CC2CO2)c(=O)n(CC2CO2)c(=O)n1CC1CO1 (stereo not given),-0.3%,-18.5,-30.6%&0.0%,-20.9%,5.5&4.8,?,-32.3%,9.2µM*,1.84µM*
Cc1ccc(S(=O)(=O)Nc2nc3ccccc3nc2NCc2ccco2)cc1,?,13.6,?,10µM*,7.6,4.5%,-7.1%,-1.8%,2.6%
COc1ccc(-n2nnc3c(=O)n(CC(=O)OCc4ccccc4)cnc32)cc1,5.1%,3.6,13.1%,5.2%,0.1,?,-3.5%,-12.2%,-0.6%
O=C(Cc1cccc(F)c1)N1CCOCC1,13.3%,0.4,24.2%,2.0%,9.2,-4.0%,6.1%,-0.6%,3.2%
O=C(NCCc1ccccc1)c1cc(S(=O)(=O)N2CCOCC2)ccc1F,19.6%,11.3,-28.9%,26.5%,2.3,14.7%,5.3%,2.3%,16.2%
O=C(CNc1ccccc1)N/N=C/c1ccc([N+](=O)[O-])o1,-25.4%,?,?,-20.7%,-6.5,?,-25.4%,13.1%,4.0%
CCCS(=O)(=O)N1CCC(C(=O)N2CCN(C(=O)OCC)CC2)CC1,22.0%,-15.4,4.5%,21.7%,3.4,7.0%,15.7%,-14.9%,-1.3%
COC(=O)c1sccc1NC(=O)/C=C/c1ccc(Cl)cc1Cl,-3.0%,0.0,?,-14.2%,-5.5,?,14.4%,·,3.3%
COc1cccc(/C=C/c2n[nH]c(=O)c(C#N)c2C)c1,3.3%,-8.0,6.8%,0.5%,18.6,0.1%,-2.3%,-13.8%,-21.7%
CCN1CCCC1CNC(=O)c1cc(COc2ccc(C)c(C)c2)on1 (stereo not given),-18.2%,-1.4,-18.6%,?,-8.1,-14.8%,0.4%,?,?
Clc1cccc(-c2nnc(SC/C=C/c3ccccc3)n2Cc2ccco2)c1,?,-84.4*,?,?,-20.7,?,?,?,?
Cc1cc(C(=O)CSc2nc(N)cc(=O)[nH]2)ccc1F,2.6%,-3.8,-10.0%,-6.3%,-6.3,6.2%,0.6%,7.0%,13µM*
O=C(NCC1CC1)Nc1cccs1,3.7%,12.5,14.8%,3.9%,0.0,1.2%,5.4%,-2.2%,-0.6%
COc1cccc(/C=C/C(=O)OCC(=O)Nc2ccc(Cl)c(S(=O)(=O)N(C)C)c2)c1,16.5%,-3.2,16.4%,9.5%,3.2,10.6%,-4.9%,?,-1.0%
Cn1ncc(Cl)c1C(=O)NCc1ccc2c(c1)OCO2,-1.3%,35.6,-0.2%,-9.4%,4.5,-5.7%,0.2%,-23.3%,1.4%

A few values from the results shown:
Reading for O=C(CNc1ccccc1)N/N=C/c1ccc([N+](=O)[O-])o1 in HEK293 tox: -25.4%
Reading for CCN1CCCC1CNC(=O)c1cc(COc2ccc(C)c(C)c2)on1 (stereo not given) in IL-1B inflam inh: -1.4
